# IEC-6 cytotox = IEC-6 cytotoxicity, counter-screen for KLF5 inhibitors; actives 0.78% (n = 290,000); inhibition, % at 5 µM; luminescence viability; in the data active means inhibition above about 22%;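 further: 0% = plate median of test compound wells and 100% = cytotoxic reference compound wells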
# Dyrk1A ADPGlo = inhibitors of rat Dyrk1A kinase | ADP-Glo luminescence, NFATc1 peptide | inhibition, % at 12.5 µM | actives 0.43% (n = 310,000); in the data active means inhibition above about 50%;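 further: plate controls were vehicle with enzyme for no effect and no enzyme for full effect; many of its hits are not listed in these tables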
# HSP90 refold inh = blocks HSP90-mediated luciferase refolding in reticulocyte lysate | Rabbit reticulocyte lysate, luciferase refolding luminescence, 3 h | inhibition, % at 5.6 µM | actives 0.91% (n = 290,000);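 active means inhibition above the screen-wide mean plus 3 SD, computed separately per campaign, cut at about 16% in these data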;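 further: 0% = DMSO wells and 100% = 60 µM geldanamycin wells; inhibitors lower the luminescence because luciferase stays unfolded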
# HSF1 inh = HSF1 inhibition; actives 0.77% (n = 300,000); NIH3T3-HGL HSE-luciferase, MG132-induced, luminescence 8 h; stronger effect = lower value; activity change, negative = inhibition, % at 7.5 µM (by protocol);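 active means more than half of replicate wells show activity change below -50%, luminescence cut by over half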;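 further: luciferase reports HSF-1 transcriptional activity via heat shock element; 0% = median of DMSO wells and -100% = zero luminescence signal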
# Platelet DG rel = platelet dense granule release activity | inhibition, %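 (compounds screened at 7.5 µM in platelet-rich plasma)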 | actives 0.22% (n = 300,000) | AID 1663 | human platelet-rich plasma, SFLLRN dense granule ATP release, luminescence;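 active means mean replicate score, as percent of positive control, at or above 50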
# GSK3beta inhib = inhibitors of human GSK3beta kinase | P49841 | GST-GSK3beta kinase, ADP-Glo luminescence, 60 min; stronger effect = lower value | activity score (negative = inhibition), % at 10 µM | actives 0.038% (n = 300,000) | AID 2097;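 active means more than half of replicate wells score below -50%, meaning over 50% inhibition versus plate controls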;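 further: 0% = median DMSO wells and -100% = median GW8510 positive control wells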
# Target sequence (P49841 whole entry, looked up): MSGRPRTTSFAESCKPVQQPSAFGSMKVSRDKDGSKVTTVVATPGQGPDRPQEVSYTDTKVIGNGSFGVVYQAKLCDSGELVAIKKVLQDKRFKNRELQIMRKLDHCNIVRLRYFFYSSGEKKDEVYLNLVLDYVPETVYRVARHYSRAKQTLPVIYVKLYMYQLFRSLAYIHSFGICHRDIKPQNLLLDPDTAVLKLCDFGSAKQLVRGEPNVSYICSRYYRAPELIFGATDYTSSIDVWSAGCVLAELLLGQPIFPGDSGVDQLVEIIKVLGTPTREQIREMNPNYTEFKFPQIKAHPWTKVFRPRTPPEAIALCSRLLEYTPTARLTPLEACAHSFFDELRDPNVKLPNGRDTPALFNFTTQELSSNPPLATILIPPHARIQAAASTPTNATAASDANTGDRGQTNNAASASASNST
#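 Test system – GST-tagged human GSK3beta kinase, cell-free · Incubation – 60 min enzyme reaction, room temperature · Signal – ADP-Glo luminescence · Also added – peptide substrate and ATP at 25 µM · Controls – DMSO neutral wells and GW8510 at 20 µM as positive · Buffer or medium – Tris/MgCl2 kinase buffer · Measure – Luminescence-derived activity versus plate DMSO and GW8510 wells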
# HSF-1 act = increases HSF-1 driven luciferase reporter signal; NIH3T3-HGL HSF-1 luciferase reporter, MG132, 8 h; 100% = twice DMSO control signal; AID 504408; actives 1.7% (n = 300,000); activation, % at 9 µM;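 active means mean replicate activation of at least 50% with a set share of replicates each reaching 50%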;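 further: 0% = median of the neutral control wells and 100% = twice that signal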
# GSK3 alpha inh = blocks human GSK-3 alpha kinase; P49840; ADP-Glo luminescence, 60 min; inhibition, % at 10 µM; actives 0.1% (n = 320,000); AID 2650;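 in the data active means inhibition above about 50%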;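 further: GST-tagged GSK-3 alpha with peptide substrate and 25 µM ATP; 0% = DMSO neutral wells and 100% = GW8510 positive control wells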
# Target sequence (P49840 whole entry, looked up): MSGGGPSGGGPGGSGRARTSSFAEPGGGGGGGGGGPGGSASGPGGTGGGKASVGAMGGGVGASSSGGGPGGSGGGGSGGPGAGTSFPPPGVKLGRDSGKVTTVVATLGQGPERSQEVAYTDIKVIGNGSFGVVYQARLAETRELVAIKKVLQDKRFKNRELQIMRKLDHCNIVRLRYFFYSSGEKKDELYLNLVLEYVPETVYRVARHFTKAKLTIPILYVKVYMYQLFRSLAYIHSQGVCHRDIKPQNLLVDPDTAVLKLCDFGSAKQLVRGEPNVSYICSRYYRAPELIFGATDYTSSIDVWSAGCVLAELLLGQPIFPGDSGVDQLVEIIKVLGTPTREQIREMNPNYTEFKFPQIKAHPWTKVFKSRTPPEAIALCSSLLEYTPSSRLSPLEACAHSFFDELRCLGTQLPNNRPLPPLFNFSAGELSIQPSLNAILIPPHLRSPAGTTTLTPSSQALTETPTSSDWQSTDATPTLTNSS
# KLF5 inhibitor = suppresses KLF5 promoter-driven expression. DLD-1 KLF5 promoter-luciferase reporter, luminescence. inhibition, % at 5 µM. actives 0.23% (n = 290,000);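 active means inhibition above a per-plate limit of that plate's mean compound inhibition plus 3 SD, cut at about 60% in these data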;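 further: 0% = DMSO wells and 100% = LY294002 at 200 µM; higher means less KLF5 promoter-driven luciferase light; inactives centre near -14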
# aSyn UTR inh = MLPCN primary screen, SNCA 5' untranslated region; alpha-synuclein 5'UTR reporter, inhibitor activity; actives 0.82% (n = 300,000); inhibition, % (tested at 7.5 µM); in the data active means inhibition above about 60%;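 further: H4 neuroglioblastoma cells stably carrying SNCA 5'UTR luciferase fusion; 0% = DMSO wells and 100% = positive control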
# * hit, by the source's call; . = not tested or not shown; & = joins results of further samples. The list is partial, so the mix of outcomes need not match the whole.
SMILES,IEC-6 cytotox,Dyrk1A ADPGlo,HSP90 refold inh,HSF1 inh,Platelet DG rel,GSK3beta inhib,HSF-1 act,GSK3 alpha inh,KLF5 inhibitor,aSyn UTR inh
Cc1ccc(S(=O)(=O)C2(S(=O)(=O)c3ccc(C)cc3)CCCC2)cc1,46*,-3,4,-11,4,-2,3,-2,19,16
CSc1ccc(CNC(=O)Cn2nc(C)c3c(C)n(-c4ccc(C)cc4)nc3c2=O)cc1,7,1,-2,-4,-3,2,11,-1,-13,23
COc1ccc(C2C(C(=O)NCc3cccnc3)c3ccccc3C(=O)N2C)cc1OC (stereo not drawn),-2,6,3,.,.,.,.,3,-23,.
Cn1c(=O)c2c(nc3n2CC(COc2ccc(Cl)cc2)O3)n(C)c1=O (stereo not drawn),-2,-3,-5,22,0,1,43,-2,-12,14
COCCCNC(=O)Cn1c(=O)oc2cc(S(=O)(=O)N3CC(C)CC(C)C3)ccc21 (stereo not drawn),-3,-11,-3,0,2,2,1,18,-12,17
Cc1cc(C)c(S(=O)(=O)Nc2nccs2)c(C)c1,2,12,0,-7,8,-4,-12,1,-29,1
CC(C)OCCCNC(=O)c1cc(S(=O)(=O)N2CCc3ccccc32)cn1C,0,0,-5,-4,10,-2,-13,-3,3,16
COc1ccc(OC)c(N(CC(=O)NN=C2CCN(C)CC2)S(=O)(=O)c2ccccc2)c1,-6,15,-2,1,-6,-3,-4,0,12,27
Cc1ccccc1OCC(=O)NNC(=S)NC(=O)c1ccco1,-1,-2,0,-1,-3,2,-4,0,-33,-11
CCc1ccc(Nc2ncc3c(n2)CC(c2ccc(OC)cc2)CC3=O)cc1 (stereo not drawn),-6,1,2,1,8,4,0,-2,-8,15
O=C(NC1CCCCCC1)c1ccc(N2CCCC2=O)cc1,-12,4,0,-13,2,2,-38,-1,-90,-101
C=Cn1cc[n+](CC(=O)C(C)(C)C)c1,-4,-17,2,0,3,2,25,-2,-31,-7
COc1ccc2[nH]cc(C(=O)CN(C)CCc3ccc(OC)c(OC)c3)c2c1,10,-2,2,2,0,-1,11,-3,-7,28
COC(=O)CNc1nc(OC)nc(N(C)C)n1,-1,.,8,-4,5,-2,-1,-3,-25,10
CC(C)CSc1ccc(S(=O)(=O)NCC(=O)O)cc1[N+](=O)[O-],8,0,1,.,.,.,.,.,-9,.
O=C(NCc1ccccc1)c1cc(S(=O)(=O)N2CCC3(CC2)OCCO3)ccc1F,3,3,-2,-10,19,0,-30,0,4,5
Cc1cc(Cl)ccc1OC(C)C(=O)NNC(=O)C1CCCCC1C(=O)O (stereo not drawn),2,20,-4,-42,1,-2,-54,.,-15,-3
Cc1nc(N2CCCCC2)c2sc(=S)n(C)c2n1,-2,8,-1,-4,-1,-1,5,-4,-11,18
C/C(CC(=O)Nc1ccccc1C#N)=N\NC(=O)c1ccncc1,0,7,-1,-3,-4,1,9,1,-10,0
Cc1ccc(C(=O)c2ccccc2C(=O)OCC(=O)NC(=O)NC(C)(C)C)cc1,-5,.,-1,4,-1,-3,6,2,-13,-9

# Taken from above.
# In KLF5 inhibitor, `Cc1cc(Cl)ccc1OC(C)C(=O)NNC(=O)C1CCCCC1C(=O)O` (stereo not drawn) shows -15
# In HSF1 inh, `Cc1cc(C)c(S(=O)(=O)Nc2nccs2)c(C)c1` shows -7

# Part of the list above, with each value named:
molecule: Cc1cc(Cl)ccc1OC(C)C(=O)NNC(=O)C1CCCCC1C(=O)O (stereo not drawn)
  IEC-6 cytotox: 2
  Dyrk1A ADPGlo: 20
  HSP90 refold inh: -4
  HSF1 inh: -42
  Platelet DG rel: 1
  GSK3beta inhib: -2
  HSF-1 act: -54
  GSK3 alpha inh: .
  KLF5 inhibitor: -15
  aSyn UTR inh: -3
molecule: Cc1nc(N2CCCCC2)c2sc(=S)n(C)c2n1
  IEC-6 cytotox: -2
  Dyrk1A ADPGlo: 8
  HSP90 refold inh: -1
  HSF1 inh: -4
  Platelet DG rel: -1
  GSK3beta inhib: -1
  HSF-1 act: 5
  GSK3 alpha inh: -4
  KLF5 inhibitor: -11
  aSyn UTR inh: 18
molecule: O=C(NC1CCCCCC1)c1ccc(N2CCCC2=O)cc1
  IEC-6 cytotox: -12
  Dyrk1A ADPGlo: 4
  HSP90 refold inh: 0
  HSF1 inh: -13
  Platelet DG rel: 2
  GSK3beta inhib: 2
  HSF-1 act: -38
  GSK3 alpha inh: -1
  KLF5 inhibitor: -90
  aSyn UTR inh: -101
molecule: COc1ccc2[nH]cc(C(=O)CN(C)CCc3ccc(OC)c(OC)c3)c2c1
  IEC-6 cytotox: 10
  Dyrk1A ADPGlo: -2
  HSP90 refold inh: 2
  HSF1 inh: 2
  Platelet DG rel: 0
  GSK3beta inhib: -1
  HSF-1 act: 11
  GSK3 alpha inh: -3
  KLF5 inhibitor: -7
  aSyn UTR inh: 28

# (next part)
SMILES,IEC-6 cytotox,Dyrk1A ADPGlo,HSP90 refold inh,HSF1 inh,Platelet DG rel,GSK3beta inhib,HSF-1 act,GSK3 alpha inh,KLF5 inhibitor,aSyn UTR inh
Clc1ccc(Cn2nnc3ccccc32)cc1,1,6,6,-2,-4,5,-1,-3,7,-3
COc1ccc(OC)c(N(/C(N)=N/c2nc(C)cc(C)n2)S(=O)(=O)c2ccc(NC(C)=O)cc2)c1,7,1,-3,-7,-19,-1,7,1,-3,15
O=C(c1ccco1)N1CCN(C(c2ccccc2Cl)c2nnnn2Cc2cccs2)CC1 (stereo not drawn),10,3,3,-27,-5,-4,-43,4,14,22
CC(=O)Oc1ccc(-c2cccc(C(=O)N(C)c3ccc(O)cc3)c2)cc1,-6,-5,-2,9,7,-4,29,-2,-3,19
CCCCOc1ccc(CN2CCSCC2)cc1,-6,.,-1,4,-3,-2,-7,0,-55,-35
O=C(CSc1nc2ccccc2c(=O)[nH]1)c1ccc(O)cc1O,10,16,-3,-12,-3,-2,12,.,-6,-42
Cc1ccc(C)c(Cn2nnc3c(=O)[nH]c(C(=O)Nc4ccc(F)cc4)nc32)c1,-3,.,-2,9,1,6,1,-4,-25,0
CC(C(=O)O)c1ccc(-c2ccccc2)c(F)c1 (stereo not drawn),2,5&-5,-1,-6,-6,-3,-18,-4,-15,-7
CC(C)c1ccc(C(=O)NNC(=O)C2CC=CCC2C(=O)O)cc1 (stereo not drawn),-5,-4,4,-6,-23,4,-7,-1,-119,-54
CN1C(=O)C(C)(C)c2cc(S(=O)(=O)N3CCC(C(=O)NCc4ccc(F)cc4)CC3)ccc21,4,5,3,-1,-8,2,3,-1,-24,36
Cc1oc(CC(C)C)c(CN2CCCC2)c1C(=O)O,-1,3,1,0,0,-2,7,-1,1,15
Cc1ncn(-c2ccccc2)c1-c1ccccc1,.,3,.,0,-4,1,7,-5,.,-3
NC(=O)C[n+]1cccc(/C=N/O)c1,4,.,-3,-1,-2,.,7,2,-9,23
O=c1c2ccccc2nc2n1C(CSc1ccc(F)cc1)CS2 (stereo not drawn),0,1,2,-2,-18,-1,12,0,-3,-1
CC(C)CC(C(=O)N1CCc2ccccc2C1)N1C(=O)c2ccccc2C1=O (stereo not drawn),6,7,-4,2,-1,-2,16,-1,25,20
CC1(C)CC(NC(=O)C(C)(C)Oc2ccc(Cl)cc2)CC(C)(C)N1,-4,-6,2,-10,-7,2,-4,-1,-38,-3
Cc1ccc(S(=O)(=O)NCc2ccco2)c(C)c1C,5,7,-4,0,0,-1,-3,0,-18,-21
COCCn1c(SC2CCCCC2=O)nnc1-c1ccncc1 (stereo not drawn),-1,-7,3,-11,7,0,-9,-1,7,4
CC(=O)N/C(=C\c1ccc2c(c1)OCO2)C(=O)NC(C(=O)O)c1ccccc1 (stereo not drawn),0,1,4,1,0,3,-10,0,-25,-14
COc1ccc(CNC(=O)CSc2nnc(C)s2)cc1,4,-9,1,-6,1,3,-10,-3,19,-30
CN(C)CCNC(=O)c1coc(=O)c(Br)c1,9,5,3,.,-3,5,.,0,-24,-13
O=C(CC1C(=O)NCCN1CC1CCCCC1)NCc1ccccc1Cl (stereo not drawn),-8,7,-1,-4,-3,-2,23,1,4,-2
CCn1c(SCC(=O)NC2CCCC2)nnc1-c1ccncc1,-11,10,-6,-5,-4,1,-18,-2,-3,-1
Cc1cc(=O)n2c3ccccc3n(CC(O)CN3CCCCC3)c2c1C#N (stereo not drawn),8,-3,1,-2,-1,1,0,1,2,-38
COc1ccc([C@H]2[C@H](C(=O)C(C)(C)C)N3N=Cc4ccccc4C3C23C(=O)OC(C)(C)OC3=O)cc1 (stereo partly drawn),3,1,-5,-4,2,-23,8,-1,1,2
Cc1ccc(NC(=S)NC2CCN(Cc3ccccc3)CC2)c(C)c1,-2,1,0,-6,-3,-4,-21,1,-26,13
Cc1ccccc1N1C(=O)C(Oc2ccc(Cl)cc2)C1CNCCCOC(C)C (stereo not drawn),-7,-9,-2,4,-5,4,-9,-3,-19,16
NC(=O)c1ccsc1NC(=O)COC(=O)c1ccccc1NCc1ccco1,3,0,3,28,1,2,37,1,-40,-58

# Part of the list above, as labelled records.
Cn1c(=O)c2c(nc3n2CC(COc2ccc(Cl)cc2)O3)n(C)c1=O (stereo not drawn)
  IEC-6 cytotox: -2
  Dyrk1A ADPGlo: -3
  HSP90 refold inh: -5
  HSF1 inh: 22
  Platelet DG rel: 0
  GSK3beta inhib: 1
  HSF-1 act: 43
  GSK3 alpha inh: -2
  KLF5 inhibitor: -12
  aSyn UTR inh: 14
COCCCNC(=O)Cn1c(=O)oc2cc(S(=O)(=O)N3CC(C)CC(C)C3)ccc21 (stereo not drawn)
  IEC-6 cytotox: -3
  Dyrk1A ADPGlo: -11
  HSP90 refold inh: -3
  HSF1 inh: 0
  Platelet DG rel: 2
  GSK3beta inhib: 2
  HSF-1 act: 1
  GSK3 alpha inh: 18
  KLF5 inhibitor: -12
  aSyn UTR inh: 17
